CRFR2-BP ag = CRF-BP/CRF-R2 complex agonism | AID 588473 | HEK293 CRF-R2/CRF-BP, calcium dye fluorescence (FLIPR); percent of saturating CRF peptide response | hit rate 0.46% among 350,000 | activation, % at 13.2 µM;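 active = activation of at least 50%, plus an integration ratio under a set limit after plate pattern correction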;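 note: plate controls were neutral control wells without compound for no effect and CRF at EC100 for full effect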
MEKK3 PB1 HTS = raises or lowers MEK5 binding to the human MEKK3 PB1 domain | bead-based flow cytometry, Alexa488-MEK5 binding to MEKK3; actives lie on both sides; 0 = blocked by unlabeled MEK5, 100 = vehicle | AID 1529 | binding response (% of control), % at 10 µM | Q99759 | hit rate 1.4% among 290,000;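 active = binding response more than 3 SD above or below the average of its plate-row segment, actives on both sides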;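 note: Alexa488 bead fluorescence after subtracting the streptavidin-only scavenger bead signal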
CRFBP-R2 block = blocks CRF-induced signaling of the CRF-BP/CRF-R2 complex; inhibition, % at 11.8 µM; hit rate 0.59% among 350,000; HEK293 CRF-R2/CRF-BP, CRF-induced calcium fluorescence;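 active = inhibition of the ligand-induced calcium signal above about 50% at the single tested concentration, limit read from the data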
M4 PAM = positive allosteric modulators of human muscarinic M4 receptor | activation, % at 3 µM | P08173 | CHO-K1 hM4/Gqi5, Fluo-8 calcium fluorescence, ACh EC20; 0% = ACh EC20, 100% = maximal ACh | hit rate 0.4% among 360,000;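 active = activation above its plate's cutoff, the mean activation of sample wells plus 3 SD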; note: some results filed as inactive read as strong as hits
Target sequence (P08173 whole entry, looked up): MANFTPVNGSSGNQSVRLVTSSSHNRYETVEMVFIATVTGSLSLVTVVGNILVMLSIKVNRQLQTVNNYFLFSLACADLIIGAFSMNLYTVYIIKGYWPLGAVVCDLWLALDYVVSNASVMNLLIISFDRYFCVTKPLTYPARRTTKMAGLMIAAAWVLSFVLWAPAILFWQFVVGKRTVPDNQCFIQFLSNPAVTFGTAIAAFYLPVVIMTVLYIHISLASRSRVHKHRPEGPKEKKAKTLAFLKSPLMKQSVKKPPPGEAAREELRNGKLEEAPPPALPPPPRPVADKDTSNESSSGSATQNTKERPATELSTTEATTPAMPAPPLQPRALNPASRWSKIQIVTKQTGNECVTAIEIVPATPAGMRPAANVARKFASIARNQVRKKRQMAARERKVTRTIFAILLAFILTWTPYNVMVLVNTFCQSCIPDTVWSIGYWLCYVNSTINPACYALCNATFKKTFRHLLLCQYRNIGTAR
GalR3 antag = antagonists of human GalR3; HEK293 GalR3-CNG cAMP membrane potential fluorescence; galR3 body fused to GalR1 C-terminus; hit rate 0.44% among 360,000; O60755; inhibition, % at 3 µM;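 active = inhibition above the screen-wide average plus 3 SD, cut at about 13% in these data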;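 note: forskolin and galanin both at EC90 stimulate the cells; cAMP rise reported by CNG channel membrane potential dye signal; 0% = forskolin plus galanin with DMSO and 100% = forskolin alone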
Target sequence (O60755 1-299 limits assumed): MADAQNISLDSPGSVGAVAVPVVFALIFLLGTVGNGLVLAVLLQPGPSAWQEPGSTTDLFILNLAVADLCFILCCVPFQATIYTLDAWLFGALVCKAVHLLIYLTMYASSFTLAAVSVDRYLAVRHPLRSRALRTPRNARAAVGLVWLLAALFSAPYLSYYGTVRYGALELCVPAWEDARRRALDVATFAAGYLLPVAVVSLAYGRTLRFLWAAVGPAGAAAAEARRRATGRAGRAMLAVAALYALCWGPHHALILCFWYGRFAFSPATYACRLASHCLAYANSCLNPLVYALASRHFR
IDE act = boosts human insulin-degrading enzyme activity in HEK cells; FAbeta-B cleavage, fluorescence polarization; 0% vehicle, 100% cell-free pure enzyme wells; activation, % at 5.96 µM; hit rate 0.073% among 340,000; AID 493087;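 active = activation above the mean of all tested compounds plus 3 SD, set per screening campaign, cut at about 17% in these data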
PHOSPHO1 inh = blocks human PHOSPHO1 phosphatase activity | inhibition, % at 13.3 µM | recombinant PHOSPHO1, absorbance phosphatase assay | hit rate 1.1% among 290,000; in the data active = inhibition above about 60%
Target sequence (Q8TCT1 whole entry, looked up): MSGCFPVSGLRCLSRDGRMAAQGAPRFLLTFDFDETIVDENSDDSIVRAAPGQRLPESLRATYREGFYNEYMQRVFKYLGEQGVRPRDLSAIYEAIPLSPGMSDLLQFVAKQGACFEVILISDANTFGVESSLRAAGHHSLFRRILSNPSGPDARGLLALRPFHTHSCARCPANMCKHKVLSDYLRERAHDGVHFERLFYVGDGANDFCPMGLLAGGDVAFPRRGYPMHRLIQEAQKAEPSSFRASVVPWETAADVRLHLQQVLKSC
IDE inh = inhibitors of human insulin-degrading enzyme in cells | P14735 | HEK cells, FAbetaB cleavage, fluorescence polarization | inhibition, % at 5.59 µM | hit rate 0.41% among 320,000 | AID 434962;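 active = percent inhibition above the average of all tested compounds plus 3 SD, set per screening campaign, cut at about 16% in these data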;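 note: IDE supplied by intact live HEK cells; FP after avidin binding of uncleaved biotin substrate so inhibition keeps polarization high; 0% = DMSO wells and 100% = 60 µM reference IDE inhibitor Ii1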
p-CIP stab down = p/CIP protein destabilization. decrease of EGFP signal, % at 10 µM. F442A p/CIP-EGFP cells, EGFP fluorescence, 16 h. AID 1984. hit rate 0.01% among 290,000;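 active = EGFP signal decrease of at least 30% at 10 µM or well 3 SD below plate mean, unless failing retest; inactive = the rest, including hits failing retest or dose response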; note: some compounds called inactive have numbers as strong as hits; many of its hits are not listed in these tables
Active calls of the source: *.

How did NS(=O)(=O)c1cc(C2(O)NC(=O)c3ccccc32)ccc1Cl (stereo unspecified) do in these assays?
CRFR2-BP ag: 0.3; MEKK3 PB1 HTS: 90.0; CRFBP-R2 block: 9.8; M4 PAM: 10.7; IDE act: -4.5; PHOSPHO1 inh: 3.5; IDE inh: -4.2; p-CIP stab down: 1.7

Results for CCOC(=O)c1cnc2c(C)c(Cl)ccc2c1N1CCOCC1 ?
CRFR2-BP ag: -1.2; CRFBP-R2 block: -14.7; M4 PAM: 3.3; GalR3 antag: 5.3; IDE act: 0.5; PHOSPHO1 inh: 4.3; IDE inh: -1.2; p-CIP stab down: -0.4

What do the screens show for `COc1ccc2c(C)cc(SCC(=O)Nc3cc(C(N)=O)cc(C(N)=O)c3)nc2c1`?
CRFR2-BP ag: 0.9; MEKK3 PB1 HTS: 102.0; CRFBP-R2 block: 3.2; M4 PAM: 7.4; GalR3 antag: 0.1; IDE act: -2.5; PHOSPHO1 inh: 46.5; IDE inh: -0.6; p-CIP stab down: 7.7

How did O=C(NCc1ccc(Cl)cc1)c1cc(-c2cccs2)on1 do in these assays?
CRFR2-BP ag: 0.8; MEKK3 PB1 HTS: 104.0; CRFBP-R2 block: 15.2; M4 PAM: -1.1; GalR3 antag: -7.4; IDE act: -2.1; PHOSPHO1 inh: 18.5; IDE inh: -7.6; p-CIP stab down: 10.5

How did Cc1ccc(C(=O)Nc2ccc3nc(C)sc3c2)o1 do in these assays?
CRFR2-BP ag: -0.9; CRFBP-R2 block: 2.1; M4 PAM: -2.6; GalR3 antag: -4.0

Results for CC[C@H]1C/C=C\Cc2ccccc2[C@H](C(=O)C[C@@H](O)CC(C)=O)OC1=O ?
CRFR2-BP ag: -1.4; CRFBP-R2 block: -8.3; M4 PAM: -3.7; GalR3 antag: -0.1; IDE act: 3.6; IDE inh: 0.1

Results for CCCn1c(N)c(N(CCOC)C(=O)c2ccc(-c3ccc(Cl)cc3)o2)c(=O)[nH]c1=O ?
CRFR2-BP ag: -0.9; CRFBP-R2 block: 3.7; M4 PAM: 9.3; GalR3 antag: -5.1; IDE act: 3.0; IDE inh: -6.2

How did Cc1cnc(CNC(=O)C2CCC(=O)N(CCc3cccc(F)c3)C2)[nH]1 (stereo unspecified) do in these assays?
CRFR2-BP ag: -1.7; MEKK3 PB1 HTS: 94.0; CRFBP-R2 block: -6.1; M4 PAM: 4.1; GalR3 antag: -6.3; IDE act: 1.9; PHOSPHO1 inh: 38.5; IDE inh: -4.6; p-CIP stab down: 9.0

Results for CC(C)(C)c1ccc(C(=O)N/N=C2\C3CN4CCN(C3)CC2(c2ccccc2)C4)cc1 ?
CRFR2-BP ag: -0.3; MEKK3 PB1 HTS: 132.0*; CRFBP-R2 block: -13.3; M4 PAM: -23.1; GalR3 antag: -0.6; IDE act: -4.5; PHOSPHO1 inh: 11.3; IDE inh: 6.0; p-CIP stab down: 6.2

How did Cc1ccccc1NC(=O)Cc1nc(COC(=O)C(C)(C)Oc2ccc(Cl)cc2)cs1 do in these assays?
CRFR2-BP ag: -0.4; CRFBP-R2 block: 5.8; M4 PAM: -10.3; GalR3 antag: -6.9

The closing 3 entries of the part before come first, to join the parts.
How did Cc1cnc(CNC(=O)C2CCC(=O)N(CCc3cccc(F)c3)C2)[nH]1 (stereo unspecified) do in these assays?
CRFR2-BP ag: -1.7; MEKK3 PB1 HTS: 94.0; CRFBP-R2 block: -6.1; M4 PAM: 4.1; GalR3 antag: -6.3; IDE act: 1.9; PHOSPHO1 inh: 38.5; IDE inh: -4.6; p-CIP stab down: 9.0

Results for CC(C)(C)c1ccc(C(=O)N/N=C2\C3CN4CCN(C3)CC2(c2ccccc2)C4)cc1 ?
CRFR2-BP ag: -0.3; MEKK3 PB1 HTS: 132.0*; CRFBP-R2 block: -13.3; M4 PAM: -23.1; GalR3 antag: -0.6; IDE act: -4.5; PHOSPHO1 inh: 11.3; IDE inh: 6.0; p-CIP stab down: 6.2

How did Cc1ccccc1NC(=O)Cc1nc(COC(=O)C(C)(C)Oc2ccc(Cl)cc2)cs1 do in these assays?
CRFR2-BP ag: -0.4; CRFBP-R2 block: 5.8; M4 PAM: -10.3; GalR3 antag: -6.9

How did CCOC(=O)C1=C(c2ccccc2)NC(=O)NC1c1ccc(N(C)C)cc1 (stereo unspecified) do in these assays?
CRFR2-BP ag: -1.0; MEKK3 PB1 HTS: 91.0; CRFBP-R2 block: 0.5; M4 PAM: 5.3; GalR3 antag: -5.3; IDE act: 3.4; PHOSPHO1 inh: -2.9; IDE inh: 4.9; p-CIP stab down: -11.7

Results for CC1=NNC(=O)C1CC(=O)N/N=C(/C)c1cccc([N+](=O)[O-])c1 (stereo unspecified) ?
CRFR2-BP ag: 0.9; MEKK3 PB1 HTS: 95.0; CRFBP-R2 block: 2.7; M4 PAM: 4.1; GalR3 antag: 1.9; IDE act: 3.3; PHOSPHO1 inh: -16.9; IDE inh: -3.9; p-CIP stab down: 4.5

Results for CCCCn1c(C(C)O)nc2ccccc21 (stereo unspecified) ?
CRFR2-BP ag: 1.6; MEKK3 PB1 HTS: 100.0; CRFBP-R2 block: -13.3; M4 PAM: -2.9; GalR3 antag: -4.4; IDE act: 2.2; PHOSPHO1 inh: -6.6; IDE inh: 3.0; p-CIP stab down: -9.9

Results for Cc1cc(NC(=O)c2ccc(F)cc2)n(-c2ccccn2)n1 ?
CRFR2-BP ag: -1.9; CRFBP-R2 block: -21.4; M4 PAM: 7.3; GalR3 antag: -10.9; IDE act: 1.7; PHOSPHO1 inh: 2.2; IDE inh: -1.1; p-CIP stab down: 3.4

What do the screens show for `COc1cc(/C=N/NC(=O)c2ccc(NC(=O)C3CC3)cc2)ccc1OC(C)=O`?
CRFR2-BP ag: 4.3; MEKK3 PB1 HTS: 100.0; CRFBP-R2 block: -17.6; M4 PAM: 5.3; GalR3 antag: 3.7; IDE act: 0.8; PHOSPHO1 inh: 16.2; IDE inh: 4.2; p-CIP stab down: 6.6

How did CN(Cc1cnccn1)C(=O)CC1C(=O)NCCN1CC(c1ccccc1)c1ccccc1 (stereo unspecified) do in these assays?
CRFR2-BP ag: 0.8; MEKK3 PB1 HTS: 109.0; CRFBP-R2 block: 8.1; M4 PAM: 3.8; GalR3 antag: 0.1; IDE act: 5.8; PHOSPHO1 inh: 15.2; IDE inh: -1.7; p-CIP stab down: -4.6

Results for CCC(=O)c1ccc(OCC(=O)Nc2ccc(S(=O)(=O)Nc3cc(C)nc(C)n3)cc2)cc1 ?
CRFR2-BP ag: 2.6; CRFBP-R2 block: -4.7; M4 PAM: 0.0; GalR3 antag: -4.3; IDE act: -2.5; IDE inh: -1.1

What do the screens show for `CC1CC(C)CN(C(=O)CCCNC(=O)c2ccc(Cl)cc2)C1` (stereo unspecified)?
CRFR2-BP ag: -0.3; MEKK3 PB1 HTS: 100.0; CRFBP-R2 block: 3.9; M4 PAM: 9.5; GalR3 antag: -3.3; IDE act: 1.8; PHOSPHO1 inh: 0.4; IDE inh: 8.9; p-CIP stab down: 5.6

How did COCC(=O)Nc1cc(C)cn(Cc2ccccc2Cl)c1=O do in these assays?
CRFR2-BP ag: 1.1; MEKK3 PB1 HTS: 102.0; CRFBP-R2 block: -7.4; M4 PAM: -4.9; GalR3 antag: -10.5; IDE act: 3.4; PHOSPHO1 inh: -5.8; IDE inh: 1.1; p-CIP stab down: 3.7

Results for CCOC(=O)CC(=O)CSc1nc(-c2cccnc2)ccc1C#N ?
CRFR2-BP ag: 19.7; MEKK3 PB1 HTS: 98.0; CRFBP-R2 block: -33.0; M4 PAM: 4.1; GalR3 antag: -4.5; IDE act: 2.5; PHOSPHO1 inh: 0.1; IDE inh: -2.7; p-CIP stab down: 3.8

What do the screens show for `CCOc1ccc(CN2C(=O)c3ccccc3Sc3ccc(C(=O)NCCCN4CCOCC4)cc32)cc1`?
CRFR2-BP ag: 3.9; MEKK3 PB1 HTS: 101.0; CRFBP-R2 block: -31.6; M4 PAM: -1.4; GalR3 antag: -10.5; IDE act: 7.3; PHOSPHO1 inh: 26.1; IDE inh: -7.2; p-CIP stab down: -9.0

How did CCC1CCCCN1CCCNC(=O)C1CCN(S(=O)(=O)N2CCC3(CC2)OCCO3)CC1 (stereo unspecified) do in these assays?
CRFR2-BP ag: 0.2; MEKK3 PB1 HTS: 102.0; CRFBP-R2 block: 3.0; M4 PAM: 3.1; GalR3 antag: 0.2; IDE act: 5.1; PHOSPHO1 inh: 19.9; IDE inh: -1.0; p-CIP stab down: -2.4

What do the screens show for `COCCN1C=C(C(=O)OC)C(c2ccc(Cl)cc2)C(C(=O)OC)=C1`?
CRFR2-BP ag: 0.4; MEKK3 PB1 HTS: 98.0; CRFBP-R2 block: 5.6; M4 PAM: 2.4; GalR3 antag: -5.4; IDE act: 3.9; PHOSPHO1 inh: 10.5; IDE inh: 2.2; p-CIP stab down: 0.5

What do the screens show for `CC(C)=NNc1cc([N+](=O)[O-])cc2c1C(=O)N(C)S2=O` (stereo unspecified)?
CRFR2-BP ag: -0.4; MEKK3 PB1 HTS: 103.0; CRFBP-R2 block: -10.5; M4 PAM: -1.6; GalR3 antag: -5.4; IDE act: -4.7; PHOSPHO1 inh: -81.8; IDE inh: 3.9; p-CIP stab down: -16.2

Results for Cn1ccnc1CN1CCN(C(=O)c2cc(COc3ccc(F)c(F)c3)on2)CC1 ?
CRFR2-BP ag: 1.0; MEKK3 PB1 HTS: 102.0; CRFBP-R2 block: -3.7; M4 PAM: 2.0; GalR3 antag: -3.6; IDE act: 4.3; PHOSPHO1 inh: 23.3; IDE inh: -1.6; p-CIP stab down: -0.8

What do the screens show for `C#CCOCCOCCOCCNc1nc(N2CCN(C(=O)[C@H](CCCCN)n3cc(CN)nn3)CC2)nc(N2CCN(C(=O)[C@H](CCCCN)n3cc([C@@H](N)CC(N)=O)nn3)CC2)n1`?
CRFR2-BP ag: 7.1; CRFBP-R2 block: -11.7; M4 PAM: 3.3; GalR3 antag: -2.8; IDE act: -1.9

How did Cc1ccc(N2C(=O)C3CCC(C)(C2=O)C3(C)C)cc1C (stereo unspecified) do in these assays?
CRFR2-BP ag: -1.1; MEKK3 PB1 HTS: 100.0; CRFBP-R2 block: 0.5; M4 PAM: -2.0; GalR3 antag: -4.0; IDE act: 3.1; PHOSPHO1 inh: -25.1; IDE inh: 2.6; p-CIP stab down: -25.9

How did CCOC(=O)c1sc(N2C(=O)C(O)=C(C(=O)c3ccco3)C2c2cccc([N+](=O)[O-])c2)nc1C (stereo unspecified) do in these assays?
CRFR2-BP ag: 1.2; MEKK3 PB1 HTS: 104.0; CRFBP-R2 block: 38.2; M4 PAM: 12.4; GalR3 antag: 3.6; IDE act: 6.2; PHOSPHO1 inh: 31.8; IDE inh: -0.8; p-CIP stab down: -6.7

How did Cc1ccccc1OCc1nnc2n1CC(C)S2 (stereo unspecified) do in these assays?
CRFR2-BP ag: -0.2; MEKK3 PB1 HTS: 96.0; CRFBP-R2 block: 18.3; M4 PAM: -2.3; GalR3 antag: 0.7; IDE act: 1.8; PHOSPHO1 inh: -14.1; IDE inh: 7.4; p-CIP stab down: -11.4

What do the screens show for `O=C(O)CN1CCN(CC(=O)O)CCN(CC(=O)O)CCN(CC(=O)O)CC1`?
CRFR2-BP ag: 0.9; CRFBP-R2 block: 4.6; M4 PAM: -2.9; GalR3 antag: -4.6; IDE act: 8.0; IDE inh: 2.7

Screening results deposited in PubChem BioAssay by several laboratories.
